Compound activity deposited in PubChem by Broad Institute.
BL2 CD40 inh = inhibitors of CD40-induced NF-kB signaling, primary screen, BL2 cells, luciferase reporter, single point. CD40L-induced, 4 h. inhibition, % at 10 µM. 83,000 tested, 0.94% active. AID 1053188, 2014;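 active means mean inhibition of at least 50% with a set share of replicates also reaching that level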;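 further: 0% = neutral control wells and 100% = IKK inhibitor VII at 50 µM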
* marks the source's active call; other numbers are inactive results; [ ] = remark or other dose. An excerpt (hit frequency here may not be typical).

no.	BL2 CD40 inh	mol
1	10[25 µM]	O=C(O)C[C@@H]1C[C@H]2c3cc(NC(=O)Nc4ccc(C(F)(F)F)cc4)ccc3O[C@H]2[C@H](CO)O1
2	-2	O=C(O)C1(Nc2ccc(Cl)cc2)CCCC1
3	12	Cc1ccsc1/C=C1/CN(C)Cc2c1nc1ccccc1c2C(=O)O
4	10[25 µM]	O=C1CN(S(=O)(=O)c2cccc(F)c2)C[C@@H]2[C@H](c3ccc(C4=CCCC4)cc3)[C@H](CO)N12
5	11	Cc1nn(-c2ccccc2)c(C)c1C(=O)OC(C)C(=O)NC1CCCCC1C (stereo not given)
6	2	CN(c1ccccc1)S(=O)(=O)c1ccc(C(=O)Nc2nnc(C3CC3)s2)cc1
7	-4	N#C[C@H]1[C@@H](c2ccc(C3=CCCCC3)cc2)[C@H](CO)N1C(=O)c1ccccn1
8	-19	Cc1ccc(-n2cc(CNCCn3nc(C)cc3C)c(-c3ccc(F)cc3)n2)cc1
9	-5	COc1ccccc1C(CNC(=O)c1ccc(NS(=O)(=O)c2ccc(C(C)=O)cc2)cc1)N1CCCC1 (stereo not given)
10	4	CCC(C)[C@H](NC(=O)NC1CC1)C(=O)O (stereo not given in full)
11	6	C[C@H](CO)N1C[C@H](C)[C@@H](CN(C)S(=O)(=O)c2ccccc2)OCCCC[C@H](C)Oc2ccc(NS(=O)(=O)c3ccc(Cl)cc3)cc2C1=O
12	-27	COc1ccc(C(C(C(=O)c2ccco2)N2CCOCC2)N2CCOCC2)cc1 (stereo not given)
13	-82	COc1ccc(-c2ccc(OC(=O)NC3CCS(=O)(=O)C3)cc2)cc1 (stereo not given)
14	1	Cc1ccc(C(=O)NCC(=O)OCC(=O)NCCc2ccccc2)s1
15	1	CCOC(=O)C1(C)CCCN(C(=O)C(c2ccccc2)c2ccccc2)C1 (stereo not given)
16	5[25 µM]	CO[C@@H](CN(C)S(=O)(=O)c1ccc(F)cc1)[C@@H](C)CN(Cc1ccccc1Cl)[C@@H](C)CO
17	5	CCN(CC(=O)NCc1cccs1)C(=O)c1ccc(NS(=O)(=O)c2ccc(C(C)=O)cc2)cc1
18	-3	Cc1cc(C)n(-c2nnc(C)n2N)n1
19	-20[25 µM]	O=C(CN1CCOCC1)N1CCCCN2[C@H](C1)[C@@H](c1ccc(/C=C/c3ccccc3)cc1)[C@@H]2CO
20	-21	N[C@@H](Cc1ccc(O)cc1)C(=O)Nc1ccc2ccccc2c1
21	13	CCOC(=O)N1CCC(NC(=O)c2cc3c(-c4ccccc4F)nn(C)c3s2)CC1
22	-56	C/C(=N/Nc1ccc(C(=O)O)cc1)c1ccc2c(c1)Nc1ccccc1S2
23	6	O=C(NCCc1ccccc1)C1CC(=O)N(CCc2ccccc2)C1 (stereo not given)
24	5	O=C(CCNC(=O)c1ccc(Br)cc1)NC1CCCc2ccccc21 (stereo not given)
25	4	Oc1c(N=NC(=S)Nc2ccccc2F)c2ccccc2n1Cc1cccc(Cl)c1
26	-1	Cc1ccc(/C=N/n2cnc3sc4c(c3c2=O)CCCC4)o1
27	19	O=C(OCC1OC(n2cnc3c(N(C(=O)c4ccccc4)C(=O)c4ccccc4)ncnc32)C(O)C1F)c1ccccc1 (stereo not given)
28	-48	O=C(CCNC(=O)c1ccc(Cl)cc1)NCCC1=CCCCC1
29	-1[25 µM]	COc1ccc2c3c([nH]c2c1)[C@H](CO)N(C(=O)c1ccncc1)CC31CN(C)C1
30	17	O=C(NNC(=O)C1CCN(c2ncccn2)CC1)c1ccccc1
31	11	CCN(Cc1cnn(C)c1)C(=O)c1ccc(OC2CCN(S(=O)(=O)N(C)C)CC2)cc1
32	-55	Cc1cc(NC(=O)c2sc(Nc3ccc(F)cc3)nc2N)no1
33	12	O=C(c1ccc(Cn2cc([N+](=O)[O-])cn2)o1)N1CCCC1
34	3	O=C(O)c1cc(S(=O)(=O)Nc2cccc(S(=O)(=O)N3CCCC3)c2)ccc1Cl
35	-7	COC(=O)CC1Sc2ccccc2NC1=O (stereo not given)
36	9	Cn1c(=O)c2c(-c3ccccc3)n(C3CCCCC3)cc2n(C)c1=O
37	0	O=C(NCCCN1CCOCC1)c1cnn2c(-c3ccccc3)cc(-c3ccccc3)nc12
38	8	O=C(c1c[nH]c(C(=O)N2CCN(Cc3ccccc3)CC2)c1)C1CCCCC1
39	8	O=C(NCCC1CCCCN1S(=O)(=O)c1ccccc1)C(=O)NCc1ccccn1 (stereo not given)
40	-44	CC1CCc2sc(C(=O)NCc3ccccn3)cc2C1 (stereo not given)
41	11	COc1ccc(NC(=O)N(C)C[C@H]2OCCCC[C@@H](C)Oc3ccc(NS(=O)(=O)c4ccc(C)cc4)cc3C(=O)N([C@@H](C)CO)C[C@@H]2C)cc1
42	6[25 µM]	COC(=O)C[C@@H]1CC[C@@H]2[C@@H](COc3ccc(NC(=O)Nc4cccc(C#N)c4)cc3C(=O)N2C)O1
43	1	O=[N+]([O-])c1ccc(NN=C(C2CC2)C2CC2)c([N+](=O)[O-])c1
44	14	CCCCN(C(=O)c1oc2ccc(OCC)cc2c1C)c1c(N)n(CCCC)c(=O)[nH]c1=O
45	-23	CS(=O)(=O)N(CC(=O)Nc1ccc2c(c1)OCO2)Cc1ccccc1
46	-5	Nc1ccn(C2OC(COP(=O)(O)O)C(O)C2O)c(=O)n1 (stereo not given)
47	-25[25 µM]	C[C@@H]1CN([C@@H](C)CO)C(=O)c2cc(-c3cccnc3)cnc2O[C@H]1CN(C)C(=O)Nc1ccccc1
48	-3	O=C(COc1ccc(Oc2ccccc2)cc1)NCc1cn2ccccc2n1
49	-4[25 µM]	CO[C@@H]1CN(C)C(=O)c2ccc(NC(=O)c3cccc(F)c3)cc2OC[C@H](C)NC[C@@H]1C
50	3	CN(C(=O)COC(=O)CNC(=O)c1ccc(C(C)(C)C)cc1)c1c(N)n(Cc2ccccc2)c(=O)[nH]c1=O
51	-62	c1ccc(OCCNc2ccn3nc(-c4ccccc4)cc3n2)cc1
52	-14	NNC(=O)c1ccc(COc2cccc3ccccc23)o1
53	-56	O=C(c1ccc(CSc2ccc(Cl)cc2)cc1)N1CCCC1
54	12	O=C1CC(=O)N(CCc2ccccc2)C(=O)N1CCc1ccccc1
55	3[25 µM]	CCS(=O)(=O)N1CCCCN2[C@@H](CO)[C@H](c3ccc(-c4ccccc4F)cc3)[C@@H]2C1
56	-13[25 µM]	C[C@@H]1CN([C@H](C)CO)C(=O)c2cc(NS(=O)(=O)c3cccs3)ccc2O[C@@H]1CN(C)C(=O)Nc1ccc2c(c1)OCO2
57	-41	O=C(NNc1ccccc1)OCc1ccccc1
58	5	O=C(CN1CCN(c2ncccn2)CC1)NCc1ccc2c(c1)OCO2
59	21	OC(CNC1CCCc2ccccc21)COc1c(Cl)cccc1Cl (stereo not given)
60	-3	O=C(c1ccccc1)N1C[C@H]2[C@@H](c3ccccc31)[C@H](CO)N2C(=O)c1ccccn1

Structural class: the compounds so far containing an NH in an aromatic ring.
no.	BL2 CD40 inh	mol
29	-1[25 µM]	COc1ccc2c3c([nH]c2c1)[C@H](CO)N(C(=O)c1ccncc1)CC31CN(C)C1
38	8	O=C(c1c[nH]c(C(=O)N2CCN(Cc3ccccc3)CC2)c1)C1CCCCC1
44	14	CCCCN(C(=O)c1oc2ccc(OCC)cc2c1C)c1c(N)n(CCCC)c(=O)[nH]c1=O
50	3	CN(C(=O)COC(=O)CNC(=O)c1ccc(C(C)(C)C)cc1)c1c(N)n(Cc2ccccc2)c(=O)[nH]c1=O

Later entries:
no.	BL2 CD40 inh	mol
61	2	O=C(N1CCOCC1)N1CCOCC1
62	16	c1ccc2c(c1)OCC(c1nnc3n1-c1ccccc1SC3)O2 (stereo not given)
63	15	CC(C)CSc1nnc2[nH]c(=O)cc(N)n12
64	5	Cc1ccc(SCc2c(C(=O)N/N=C/c3cccs3)nnn2-c2nonc2N)cc1
65	27	Cn1c(=O)c2c(nc(NCCc3ccccc3)n2Cc2ccccc2)n(C)c1=O
66	3	CCOC(=O)/C(=N\Nc1ccccc1[N+](=O)[O-])c1csc(N)n1
67	7	CN(C)S(=O)(=O)c1ccc(N2CCCC2)c(C(=O)Nc2ccccc2Br)c1
68	-5	Cc1cc(Nc2nc3ccccc3nc2Cl)n(-c2ccccc2)n1
69	9	CC(C)CN1CCNC(=O)C1CC(=O)NCCc1cnn(-c2ccccc2)c1 (stereo not given)
70	3	c1csc(-c2nnc(N3CCOCC3)c3ccccc23)c1
71	6	CCN(CC(=O)Nc1ccc(OC)cc1)C(=O)c1cc([N+](=O)[O-])ccc1N1CCOCC1
72	31	CCC(C(=O)N1CCN(S(=O)(=O)c2ccc(F)cc2)CC1)c1ccccc1 (stereo not given)
73	6	CCOC(=O)COc1ccccc1-c1ccno1
74	-1	Cn1cc(Cl)c(C(=O)Nc2cnn(Cc3ccc(F)cc3)c2)n1
75	-22	CC(=O)c1ccc(-n2c(CCC(=O)O)ccc2-c2cccs2)cc1
76	18	COc1cc2cc(C)nc(Cc3cccc4ccccc34)c2cc1OC
77	11	O=S(=O)(Nc1ccc(F)cc1)N1CCCCCC1
78	3	Cc1noc(C)c1COc1ccc(C(=O)NCc2cccs2)cc1
79	9	O=C(O)c1ccc(N=C2SCC(=O)N2Cc2ccccc2)cc1
80	2[25 µM]	COc1ccc(-c2ccc3n(c2=O)C[C@H]2[C@H](CO)[C@@H](C(=O)N(C)C)N(CC4CCOCC4)[C@@H]32)cc1
81	8	CCc1noc(C)c1C(=O)OCC(=O)NC(C)c1ccccc1 (stereo not given)
82	3	CC(C)Cc1nnc(NC(=O)c2cccc(S(=O)(=O)N3CCOCC3)c2)s1
83	-4	O=C(NC1CCC1)[C@@H]1[C@@H](CO)[C@@H]2Cn3c(ccc(C4=CCCCC4)c3=O)[C@H]1N2CC1CC1
84	-12	O=C(Cc1csc2ccccc12)NCC1CC1
85	19	O=C(CO/N=C\c1ccccc1)Nc1ccccc1C(=O)N1CCOCC1
86	2	CC(C)CC(NS(=O)(=O)c1ccc2c(c1)oc(=O)n2C)C(=O)NCc1cccnc1 (stereo not given)
87	-8	c1ccc(-c2nnc3oc(-c4cccs4)nn23)cc1
88	-7	CCOc1cc(N2CCOCC2)c(OCC)cc1NC(=O)c1c(C)noc1C
89	9	CSc1nnc(-c2cc3c(-c4ccccc4)nn(C)c3s2)n1C
90	-25	OCC1(Cc2ccccc2C(F)(F)F)CCN(Cc2ccccc2)CC1

Values by screen from above:
BL2 CD40 inh for entries 65 to 71 → 27, 3, 7, -5, 9, 3, 6

Nos. 87 through 90, quoted:
no.	BL2 CD40 inh	mol
87	-8	c1ccc(-c2nnc3oc(-c4cccs4)nn23)cc1
88	-7	CCOc1cc(N2CCOCC2)c(OCC)cc1NC(=O)c1c(C)noc1C
89	9	CSc1nnc(-c2cc3c(-c4ccccc4)nn(C)c3s2)n1C
90	-25	OCC1(Cc2ccccc2C(F)(F)F)CCN(Cc2ccccc2)CC1

Sorted by the number under BL2 CD40 inh (high to low): 3 of the compounds above.
no.	BL2 CD40 inh	mol
72	31	CCC(C(=O)N1CCN(S(=O)(=O)c2ccc(F)cc2)CC1)c1ccccc1 (stereo not given)
76	18	COc1cc2cc(C)nc(Cc3cccc4ccccc34)c2cc1OC
86	2	CC(C)CC(NS(=O)(=O)c1ccc2c(c1)oc(=O)n2C)C(=O)NCc1cccnc1 (stereo not given)

(further entries)
no.	BL2 CD40 inh	mol
91	3	O=C(O)c1ccccc1-c1ccccc1C(=O)Nc1ccc2c(c1)C(O)c1ccccc1-2 (stereo not given)
92	10[25 µM]	CC=Cc1ccc2n(c1=O)C[C@@H]1[C@@H](CO)[C@H](C(=O)N[C@@H](C)c3ccccc3)N(C(=O)c3ccccn3)[C@H]21 (mixture of isomers)
93	-25[25 µM]	CCN1[C@@H]2c3ccc(C4=CCCCC4)c(=O)n3C[C@@H]2[C@@H](CO)[C@@H]1C(=O)N(C)C
94	11	CN(c1ccccc1)S(=O)(=O)c1cccc(NC(=O)CCNC(=O)c2ccccc2)c1
95	0	COc1cccc(COC(=O)C2CCN(S(=O)(=O)c3ccc(Cl)cc3)CC2)c1OC
96	6	COc1ccc(Cl)cc1C(=O)NC(C)C
97	-1	Cc1ccc(OCC(=O)Nc2ccc(S(=O)(=O)N3CCCCC3)cc2)c([N+](=O)[O-])n1
98	13	Cc1cc(C)n(-c2ccc(C(=O)OCC(=O)NCc3ccco3)cc2)n1
99	2	C[C@H]1CN([C@@H](C)CO)C(=O)c2ccccc2-c2ccccc2CO[C@H]1CN(C)C(=O)Oc1ccccc1
100	6	Cc1cc(C)cc(NC(=O)C2CCN(c3cnccn3)CC2)c1
101	4	CCN(C(=O)CSc1nnc(-c2cccs2)n1N)c1c(N)n(Cc2ccccc2)c(=O)[nH]c1=O
102	-22	Cc1ccc(C(=O)NCC(c2ccco2)N2CCc3ccccc32)cc1 (stereo not given)
103	20	CCN(CC(=O)Nc1cc(S(=O)(=O)N2CCCCC2)ccc1Cl)Cc1ccccc1
104	6	CCN1CCN(CCOc2ccccc2-c2ccccc2)CC1
105	-3[25 µM]	COCC(=O)N1[C@H](C#N)[C@@H](c2ccccc2-c2ccccc2F)[C@H]1CO
106	4	CC(NS(=O)(=O)c1ccc(CCC(=O)NCC2CCCO2)cc1)c1ccccc1 (stereo not given)
107	6	C=CCSc1nnc(NC(=O)c2nc(SCC)ncc2Cl)s1
108	1	COc1ccc(C(=O)NC2CC2)cc1OC1CCN(C/C=C/c2ccccc2)CC1
109	-11	O=C(Nc1ccc(Cl)cc1)N1C[C@H]2[C@@H](c3ccccc31)[C@@H](CO)N2CC1CCCC1
110	-6	O=C(COC(=O)C1=COCCO1)Nc1cc(C(F)(F)F)ccc1Cl
111	2[25 µM]	CC(C)OC(=O)N(C)C[C@H]1OCc2cnnn2CCCC(=O)N([C@H](C)CO)C[C@H]1C
112	0	CCN(C(=O)c1cccs1)C1CCS(=O)(=O)C1 (stereo not given)
113	4	Cc1nn(C(C)C(=O)NCCCc2ccccc2)c(=O)c2nn(-c3ccccc3)c(C)c12 (stereo not given)
114	4	Cc1ccccc1C(=O)Nc1ccccc1C(=O)NCC(C)C
115	10[25 µM]	COC(=O)C[C@H]1C[C@H]2c3cc(NS(C)(=O)=O)ccc3O[C@H]2[C@H](CO)O1
116	-2	O=C(Nc1nc2ccc(S(=O)(=O)N3CCCC3)cc2s1)C1CCCCC1
117	2	Cc1ccc(NC(=O)C2C3CCCC2C3c2ccccc2)cc1 (stereo not given)
